From PubChem
Autophagy mod – modulators of autophagy; AID 463193; MEF GFP-LC3 puncta imaging; test concentration mostly 10 µM; calls only at 10 µM (by protocol); 190,000 compounds, 0.98% hits;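 active = percentage of spot-positive cells more than 3 SD above its plate mean, without a fluorescence outlier flag or 80% toxicity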;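 note: spot-positive cell cutoff set from DMSO-treated cells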
ER stress rescue – rescue of cells from ER stress-induced death, primary screen, 384-well, CSM14.1, thapsigargin, ATP luminescence (AID 1222); CSM14.1 thapsigargin-induced death rescue, ATP luminescence; higher % means a stronger effect; cellular ATP content (survival), % at 20 µM, or EC50 in µM where a hit was titrated; 190,000 tested, under 10 active;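 active = EC50 below 50 µM in the dose-response confirmation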;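 note: death triggered by thapsigargin at about 15 µM added after 2 h compound pretreatment; cell ATP read after overnight thapsigargin exposure of roughly 18 to 22 hours; normalized against plate controls of thapsigargin alone and 5% DMSO vehicle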
Lipid droplet – hepatic lipid droplet formation modulation | AML12 mouse hepatocytes, oleate lipid droplets, BODIPY imaging | inhibition, % at 6.5 µM | 240,000 compounds, 0.4% hits;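 active = lipid droplet intensity inhibited by at least 50%, with more than 500 cells counted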
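Technique: fluorescence imaging, 20x objective, two fields per well / Assay system: AML12 hepatocytes (mouse) / Measure: % inhibition of lipid droplet signal / Doses: 6.5 µM single-point dosing / Incubation: overnight exposure / Reagent: 100 µM oleic acid challenge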
Yfh1-off respiration – enhancers of respiration in Yfh1-depleted yeast, dose response, Friedreich's ataxia, plus single-dose screen (AID 1465); 220,000 compounds, 0.074% hits; fold induction at 50 µM; hits with a dose series show EC50 in µM; S. cerevisiae Yfh1-off respiration, WST-1 reduction, 72 h; higher fold induction means a stronger effect;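 active = fold induction of absorbance versus untreated yeast above a set limit, then at least 30% activation at any dose in follow-up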;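 note: activators that raise dye reduction in frataxin-depleted yeast; strong numbers were not always called active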
Dynein transport – dynein cargo transport inhibition. AID 1381. 3617.4 mouse cells, GR-EGFP nuclear translocation imaging; test concentration mostly 20 µM; stimulated with dexamethasone, 1 µM; stronger effect = lower value. 220,000 compounds, 0.47% hits. z-score, hits read low;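 active = plate z-score of nuclear minus cytoplasmic receptor signal below a set negative limit, without overly bright fluorescence or cell loss, cut at about -3.5 in these data, passing the limit was not always enough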;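 note: z-score of nuclear minus cytoplasmic ring GR-EGFP intensity difference per well; some compounds called inactive have numbers as strong as hits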
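Also added – dexamethasone, 1.0 µM final · Buffer or medium – tet-free, stripped-serum medium · Schedule – induction 48 h, compound 1 h, agonist 30 min · Detection – formaldehyde fixation, Hoechst nuclear stain, 10x automated fluorescence imaging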
MT stabilize HCS – microtubule stabilizers in HeLa cells. 200,000 compounds, 0.83% hits. HeLa tubulin immunostaining HCS, 24 h; share of cells brighter than vehicle mean+2SD. % tubulin-high responders, % at 10 µM. AID 2205;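 active = plate Z-score above 3 for both tubulin-high and condensed-nucleus cell shares, with cell loss under 80%, at 10 µM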;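 note: anti alpha tubulin signal scored within the nucleus-defined area of each cell; some results filed as inactive read as strong as hits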
M1AAP inhibition – malaria alanyl aminopeptidase activity blockers – biochemical, fluorogenic H-Leu-NHMec substrate, 1536-well (AID 1445) | recombinant M1AAP, H-Leu-NHMec fluorogenic kinetic assay; higher % means a stronger effect | inhibition, % at 30 µM, or IC50 in µM where a hit was titrated | 220,000 compounds, 0.42% hits;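 active = primary inhibition above the hit cutoff, then over 50% inhibition at one or more dose response concentrations, cut at about 23% in these data, passing the limit was not always enough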;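 note: plate controls were DMSO full reaction for no effect and no enzyme background for full effect; strong numbers were not always called active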
M17LAP inhibition – P. falciparum M17LAP inhibitors, primary screen, biochemical, fluorogenic H-Leu-NHMec substrate, 1536-well (AID 1619); recombinant M17LAP, H-Leu-NHMec fluorogenic kinetic assay; higher % means a stronger effect; inhibition, % at 30 µM, or IC50 in µM where a hit was titrated; 220,000 compounds, 0.38% hits;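 active = compound inhibiting the enzyme by more than half at any dose during confirmatory dose-response retesting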;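 note: plate controls were full reaction with DMSO carrier for no effect and no enzyme background for full effect; strong numbers were not always called active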
Ins promoter up – MIN6 insulin promoter up-regulation. 190,000 compounds, 0.3% hits. AID 1625. z-score at 5 µM. MIN6 insulin promoter-GFP reporter, high-content imaging; stronger effect = higher value;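 active = z-score above 3 at 5 µM with at least 500 cells counted in the well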
Dynein transport cytoplasmic EGFP – recorded beside Dynein transport, whose call it bears; z-score; measured here: cytoplasmic GR-EGFP intensity; stronger effect = higher value
Dynein transport nuclear GR-EGFP – also measured in Dynein transport; calls as there; z-score; measured here: nuclear GR-EGFP intensity;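 lower value marks the stronger effect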
Dynein transport cell count – further read-out of Dynein transport, marked with its call; z-score; measured here: cell count per field
Ins promoter up cell count – recorded beside Ins promoter up, whose call it bears; cell count; measured here: cytotoxicity, nuclei count;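 total cells summed across four imaged fields per well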
Lipid droplet cells 6.5 µM – also measured in Lipid droplet; calls as there; cell count; measured here: cell count, cytotoxicity flag;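 cells counted across two imaged fields per well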
MT stabilize HCS Hoechst-high % – also measured in MT stabilize HCS; calls as there; % Hoechst-high responders; measured here: nuclear condensation Hoechst responders;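 share of cells brighter than vehicle mean plus two SD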
MT stabilize HCS cytotoxicity % – further read-out of MT stabilize HCS, marked with its call; toxicity, %; measured here: cytotoxicity by cell density;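 0% = mean cell density of plate MIN control wells and 100% = no cells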
Autophagy mod cell loss 18 h – recorded beside Autophagy mod, whose call it bears; toxicity, %; measured here: cell loss, nuclei count;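 cell loss after 18 h compound exposure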
* marks the source's active call; other numbers are inactive results; i = inactive; . = no result given.

SMILES | Autophagy mod | Autophagy mod cell loss 18 h | ER stress rescue | Lipid droplet | Lipid droplet cells 6.5 µM | Yfh1-off respiration | Dynein transport | Dynein transport cytoplasmic EGFP | Dynein transport nuclear GR-EGFP | Dynein transport cell count | MT stabilize HCS | MT stabilize HCS Hoechst-high % | MT stabilize HCS cytotoxicity % | M1AAP inhibition | M17LAP inhibition | Ins promoter up | Ins promoter up cell count
COc1ccc(C(=O)NC(=S)NNC(=O)c2c(-c3ccccc3)noc2C)cc1OC | . | . | . | -10.1 | 667 | i | -0.467 | -0.26 | -0.627 | 1.13 | . | . | . | -17.9% | -0.3% | 0.09 | 965
N#Cc1c(NC(=O)C2CC2)sc2c1CCCCC2 | i | 8.4 | 7.9% | -3.4 | 656 | i | -0.72 | -0.245 | 0.148 | 0.523 | 3.2 | 1.9 | 9.5 | 0.3% | 28.1% | -0.12 | 1346
CCCc1cc(=O)oc2c(CN3CCOCC3)c(O)ccc12 | i | -3.8 | -0.5% | . | . | i | 0.495 | 0.0142 | 1.27 | 0.214 | 2.5 | 1.9 | 10.1 | 21.8% | i | 0.38 | 1635
O=C(Nc1ccccc1NC(=O)c1csnn1)c1csnn1 | i | -10.8 | 1.1% | -2.1 | 695 | i | -0.179 | -0.304 | -0.098 | 0.598 | 3.6 | 1.3 | 5.3 | 0.4% | 6.1% | 0.14 | 1474
CC(C)c1ccc(NC(=O)COC(=O)/C=C/c2cccc([N+](=O)[O-])c2)cc1 | i | -10.7 | 5.7% | -11.7 | 698 | i | 0.482 | -0.268 | 0.281 | 0.323 | 2.4 | 3.0 | 8.5 | 0.0% | -20.0% | 0.03 | 1150
Cc1ccc(S(=O)(=O)c2c(N)n(CCN3CCOCC3)c3nc4ccccc4nc23)cc1C | i | -5.4 | -1.3% | . | . | i | i | . | . | -4.61 | 3.0 | 1.8 | 6.4 | 6.2% | -1.6% | 0.07 | 1277
O=C(O)COc1ccc(-c2nnn(CC(=O)O)n2)cc1 | i | 6.9 | 0.1% | 29.7 | 695 | i | -0.871 | -0.225 | -0.0847 | 0.479 | 3.2 | 0.3 | 27.5 | 4.0% | 9.2% | 1.67 | 1541
COc1ccccc1NCC(=O)N/N=C(\C)c1cccs1 | i | 3.3 | 1.9% | -0.3 | 716 | i | -0.703 | -0.303 | -0.265 | 0.826 | 1.8 | 1.5 | 5.6 | 5.0% | -2.4% | . | .
CCN1CCc2c(sc(NC(=O)c3ccc(S(=O)(=O)N4CCOCC4)cc3)c2C(N)=O)C1 | i | 12.5 | -3.8% | 6.7 | 654 | i | -0.14 | -0.158 | 0.0405 | 0.535 | 1.7 | 2.2 | 8.9 | 13.2% | 26.8% | 1.12 | 1666
COc1cc(C(=O)N2CCC(C(=O)Nc3cccc(C(C)=O)c3)CC2)cc(OC)c1OC | i | 15.8 | 0.0% | . | . | i | -1.42 | -0.207 | -0.251 | 0.36 | 4.2 | 1.5 | 10.6 | 7.2% | -9.4% | -0.56 | 987
O=C(NNC1=NCCC1)c1cccc(Br)c1 | i | 1.4 | -1.9% | . | . | i | -0.191 | -0.218 | 0.129 | -0.0111 | 4.0 | 1.9 | 10.0 | 0.7% | 0.9% | 0.83 | 1435
COc1ccccc1CN1C[C@@H]2C[C@@H](c3ccc(C)c(C)c3)N3CCC[C@@]23C1=O | i | -3.9 | 0.2% | -5.0 | 581 | i | 2.1 | 0.348 | 1.18 | -1.34 | 1.3 | 2.5 | 1.2 | -1.5% | -17.5% | 0.19 | 1361
CCCCn1c(SCC(=O)Nc2cc(C)on2)nnc1-c1ccco1 | i | -12.7 | 3.1% | 3.5 | 778 | i | -0.294 | -0.102 | 0.0504 | 0.358 | 1.7 | 1.1 | 4.6 | 1.4% | 14.8% | -0.39 | 883
OCCN1CCN(C(=S)NCCc2ccccc2)CC1 | i | -25.8 | 0.7% | -10.7 | 685 | i | 0.0885 | -0.157 | -0.253 | 0.539 | 3.4 | 1.7 | 10.2 | 6.8% | -4.6% | 0.44 | 1964
Cc1ccc(C(=O)CSc2cnc3ccccc3n2)cc1C | i | -11.0 | -0.2% | 5.2 | 670 | i | 0.144 | 0.282 | 0.23 | -0.816 | 1.7 | 1.9 | 1.4 | 0.3% | 27.1% | -0.43 | 1273
COc1ccccc1NC(=O)C(C)Sc1nnnn1C (centres undefined) | . | . | 0.5% | . | . | i | . | . | . | . | . | . | . | 0.9% | 13.0% | 0.1 | 1284
O=C(CCl)Nc1ccccc1C(=O)NCc1ccccc1 | i | 1.5 | -0.3% | -6.2 | 679 | i | -0.664 | -0.229 | 0.0749 | 0.921 | 3.4 | 6.8 | 9.2 | 3.5% | -0.4% | 1.17 | 1202
COc1ccc2cc(CCN3C(=O)c4ccccc4C3=O)c(=O)[nH]c2c1 | i | -6.9 | -1.3% | 12.3 | 748 | . | -0.599 | -0.251 | 0.29 | 1.07 | 4.3 | 1.7 | 5.4 | 6.2% | -2.3% | -0.05 | 1342
CCOC(=O)N1CCC(N2C(=O)c3ccc(C(=O)Nc4ccc(F)cc4F)cc3C2=O)CC1 | i | -1.3 | . | 7.6 | 678 | i | -0.418 | -0.225 | 0.0732 | 0.558 | 5.5 | 2.1 | 9.9 | 0.1% | -2.4% | . | .
OCCN1CCN(c2cc(C(F)(F)F)nc3ccccc23)CC1 | . | . | . | 16.5 | 672 | i | 1.09 | -0.273 | 1.32 | -0.445 | . | . | . | 4.4% | 11.4% | -0.19 | 1112
O=C(NCCN=C1NS(=O)(=O)c2ccccc21)c1ccco1 | i | -9.7 | -0.9% | 8.5 | 771 | i | -1.09 | -0.231 | 0.0983 | 1.59 | 3.6 | 1.3 | 4.5 | 8.8% | 5.4% | . | .
COC(=O)c1sc(N)c(C(=O)OC)c1COC(=O)c1c(C)noc1C | i | 24.8 | -1.1% | . | . | i | -0.323 | -0.226 | 0.00362 | 0.781 | 55.8* | 35.2* | 65.0* | 11.0% | 3.1% | -0.35 | 1032
CC(=O)Nc1cccc(OCc2ccc(S(=O)(=O)Cc3ccccc3)cc2)c1 | i | -0.3 | -2.8% | -2.0 | 694 | i | 0.14 | -0.333 | -0.305 | 0.227 | 1.6 | 4.1 | 11.8 | 6.1% | 0.2% | 1.38 | 1215
O=[N+]([O-])c1cccc(C2NCC(c3ccccc3Cl)c3c2[nH]c2ccccc32)c1 (centres undefined) | i | -6.6 | -1.1% | 5.5 | 700 | i | -0.0745 | -0.151 | -0.0061 | -0.444 | 2.3 | 3.0 | 6.2 | 5.3% | -5.2% | -0.93 | 1230
CCOC(=O)CN1CC23C=CC(O2)C(C(=O)NCCc2ccccc2)C3C1=O (centres undefined) | i | 10.7 | -0.4% | . | . | i | 0.0933 | 0.262 | 0.332 | -0.216 | 3.0 | 1.6 | 7.9 | 3.0% | 3.7% | 0.04 | 874
CC(C)N1CCN(Cc2cn[nH]c2C2CCCCC2)CC1CCO (centres undefined) | i | -19.5 | -1.8% | -1.6 | 712 | i | -0.293 | -0.276 | -0.19 | -0.0573 | 2.5 | 1.3 | 7.2 | 2.0% | -4.2% | 0.47 | 1553
CCOC(=O)CCc1c(C)nc2cc(-c3ccccc3OC)[nH]n2c1=O | i | -12.4 | -2.5% | 15.0 | 695 | i | 0.0763 | -0.241 | 0.268 | 0.558 | 2.5 | 1.8 | 6.1 | 1.2% | 1.1% | 0.69 | 2133
O=C1OC2(c3ccccc3)C3CCCC2C13 | i | 3.5 | . | -5.2 | 726 | i | -0.936 | -0.161 | -0.22 | 1.58 | 1.8 | 0.7 | 23.8 | -2.3% | 2.1% | -0.71 | 1205
COc1ccc(-c2nnc(SCC(=O)c3ccc[nH]3)n2-c2ccccc2)cc1 | i | 4.4 | 2.4% | 3.8 | 668 | i | -0.667 | -0.171 | -0.602 | 0.855 | 4.1 | 3.1 | 9.1 | 11.2% | 0.0% | -0.14 | 1385
Cc1ccc(C2=NN(CC(=O)NCc3ccccn3)C(=O)CC2)cc1 | i | -5.0 | -1.5% | -12.4 | 465 | i | -0.345 | -0.245 | -0.269 | 0.872 | 2.3 | 1.9 | 5.3 | 4.3% | 3.2% | 0.54 | 1533
Cc1ccc(-c2c(C)n([O-])c3c([n+]2=O)CCCC3)o1 | i | 1.7 | -0.6% | . | . | i | -0.17 | -0.146 | 0.156 | -0.605 | 2.4 | 1.7 | 8.9 | 3.5% | -0.5% | 0.26 | 1543
O=S(=O)(c1cccc(-c2nc3ccccc3s2)c1)N1CCOCC1 | i | -9.4 | -0.9% | 2.2 | 762 | i | -0.752 | -0.351 | -0.3 | 0.649 | 1.0 | 1.8 | 9.2 | 0.0% | -4.2% | -0.15 | 1018
Cc1ccc(C2(C)CC(C)(C)N(C(=O)CSc3nnc(C)s3)c3ccccc32)cc1 (centres undefined) | i | 18.2 | -0.4% | -43.2 | 500 | i | 0.68 | -0.231 | 0.183 | -0.851 | 3.1 | 1.9 | 2.6 | 4.8% | 15.7% | -0.49 | 1180
Cc1ccc2nc(N(CCCN(C)C)C(=O)c3sc4ccccc4c3Cl)sc2c1 | i | 8.3 | -4.2% | 10.4 | 651 | i | 0.13 | -0.226 | 0.537 | 0.0439 | 2.1 | 4.2 | 5.9 | 7.8% | 3.9% | -0.15 | 1336
